Nrf2 block: Nrf2 pathway inhibition. A549 ARE-Fluc reporter, luciferase luminescence, 18-24 h. Potency, µM (doses to about 46 µM), without a hit: at the top dose activity change, negative = inhibition, most hits filed as inhibitors. 360,000 tested, 2.1% active; further: potency means the concentration at half of the fitted maximal effect; on the % scale 0 is the no-effect control and ±100 the full control effect; nearly all actives have a fitted effect of over 60% in size
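A549 ARE_Fluc cells (5000/well, 5% FBS OPTI-MEM) pre-incubated 2 h, then treated with compounds 18-24 h at 37C/5% CO2 in concentration-response. CellTiter-Fluor viability read first; BugLite luciferase luminescence after 15 min at room temperature gives Nrf2 activity.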
A549 viability: kills or reduces viability of A549 cells in Nrf2 counter-screen. A549 ARE-Fluc cells, CellTiter-Fluor viability, 18-24 h. Potency, µM (series often up to 46 µM), for the others: at the top dose activity change, negative = cytotoxicity, actives largely listed as inhibitors. 390,000 tested, 0.16% active. AID 504648; further: potency means the concentration at half of the fitted maximal effect; on the % scale 0 is the no-effect control and ±100 the full control effect
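Cytotoxicity counterscreen: CellTiter-Fluor fluorescence was measured in A549 ARE_Fluc cells after 18-24 h of compound exposure in a concentration series. The subsequent BugLite luminescent read reports ARE-luciferase activity.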
Nrf2 ARE act: activators of Nrf2 (ARE) signaling; 410,000 tested, 0.31% active; AREc32 ARE-luciferase reporter (MCF7-derived line), luminescence, 24 h; Potency, µM (titrated, usually from 46.1 µM), inactives show at the highest dose activation, actives largely listed as activators; AID 624171; further: potency means the concentration at half of the fitted maximal effect; % of control where 0% means no effect; nearly all actives have a fitted effect of over 65% in size
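For detection, Steady-Glo was added and plates sat 30 min at RT; before that, AREc32_Fluc cells grown overnight in OPTI-MEM/5% FBS had been treated with 23 nL compound for 24 hr at 37 deg C.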
Mm-Cpn inhibitor: inhibitors of Methanococcus maripaludis chaperonin (MmCpn); 330,000 tested, 0.031% active; AID 504842; purified Mm-Cpn ATPase, ADP Transcreener TR-FRET; Potency, µM (doses to about 76.9 µM), without a hit: at the highest dose activity, negative = inhibition, actives largely listed as inhibitors; further: potency means the concentration at half of the fitted maximal effect; on the % scale 0 is the no-effect control and ±100 the full control effect; nearly all actives have a fitted effect of over 80% in size
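ATPase turnover read by TR-FRET ADP competition (Eu cryptate antibody/ADP-d2, 665/590 nm): 10uM ATP final, 25nM Mm-CPN final, 30 min 37degC after 10-min compound preincubation, pH 7.4 Tris/KCl/MgCl2/DTT buffer.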
Abeta rescue: restores growth of yeast expressing A-beta42 peptide | yeast expressing A-beta42, growth rescue, OD600, 48 h; response scale: 0% DMSO, 100% iron-clioquinol control | Potency, µM (titrated, usually from 46.1 µM), inactives show at the top dose growth rescue, actives largely listed as activators | 410,000 tested, 0.063% active | AID 1347071; further: potency means the concentration at half of the fitted maximal effect; nearly all actives have a fitted effect of over 55% in size
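Yeast growth medium received pinned compounds, then yeast cells expressing toxic A-beta were added; plates incubated at 30 C for 48 hr. Growth read as absorbance at 600 nm, normalized to DMSO and equimolar FeCl3 plus clioquinol controls.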
TGFb SMAD3 inh: inhibitors of TGF-b signaling. 410,000 tested, 1.2% active. AID 588855. HepG2 CAGA-GFP TGF-b/SMAD3 reporter, GFP fluorescence, 18 h; TGF-beta stimulated, 500 pg/mL final. Potency, µM (highest dose often 46.1 µM), for the others: at the highest dose activity, negative = inhibition, hits mostly inhibitors; further: potency means the concentration at half of the fitted maximal effect; on the % scale 0 is the no-effect control and ±100 the full control effect; nearly all actives have a fitted effect of over 65% in size
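First, reporter cells (HEPG2 CAGA-GFP) rested 2 h at 37 degrees C. Next, compounds were pinned in and TGF-beta added to 500 pg/mL final. After 18 h, GFP was imaged per cell and summed per well.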
CCT chaperon mod: modulators of cytosolic chaperonin (CCT/TRiC) activity; purified chaperonin ATPase assay, HTRF ADP detection, 30 min; activity change, % (no concentration beside the values), hits read low; 360,000 tested, 0.3% active; AID 651819; in the data active means activity change below about -30%; further: on the % scale 0 is the no-effect control and ±100 the full control effect
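First, chaperonin was dispensed at 40 nM or 20 nM final depending on batch activity. Next, compounds were pinned at 76 uM and ATP added at 10 uM. After 30 min at 37 °C, ADP detection reagents ran 30 min at ambient temperature.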
Akt phos inh: inhibitors of Akt phosphorylation; activity change, % for hits at 50 µM; 360,000 tested, 0.32% active; Neuro2A IGF-stimulated pAkt S473 HTRF, 20 min; hits give low values; in the data active means activity change below about -80%; inconclusive means mostly about -51% to -80%; further: on the % scale 0 is the no-effect control and ±100 the full control effect
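Neuro2A cells in DMEM with 0.5% FBS, overnight at 37 deg C, given compound at single 50 µM final, then IGF (6 nM final) for 20 min at 37 deg C. Lysed; phospho-Akt Ser473 by HTRF after 24 h, 665/615 ratio.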
HepG2 tox: counter-screen for TGF-b inhibitors: cytotoxicity in HepG2 cells; HepG2 CAGA-GFP viability, ATP luminescence, 18 h; Potency, µM (top dose mostly 46.1 µM), for inactives: at the highest dose activity change, negative = cytotoxicity, most hits filed as cytotoxic; 410,000 tested, 0.76% active; AID 588856; further: potency means the concentration at half of the fitted maximal effect; some results filed as inactive show a strong effect at the top dose
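HepG2 CAGA-GFP cells (1000/well, DMEM with 1% FBS) received compound, then TGF-beta at 500 pg/mL final, and were incubated 18 hours at 37 degrees C. Viability was read by CellTiter-Glo luminescence. Media-only wells were set as complete cell-killing and DMSO as no toxicity.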
The depositor's hits bear a star; i = inactive; u = inconclusive; x = no result given; [ ] = remark or other dose. Unless noted, the call rests on the fitted dose curve; in most records, active means well fitted curve in the direction sought with a large enough effect; inconclusive means small, poorly fitted or top-dose-only effect, or another doubt; inactive means no such curve, though single readings can be large; an effect the other way counts as inactive or inconclusive.

SMILES	Nrf2 block	A549 viability	Nrf2 ARE act	Mm-Cpn inhibitor	Abeta rescue	TGFb SMAD3 inh	CCT chaperon mod	Akt phos inh	HepG2 tox
COc1nc(N)c(S(=O)(=O)c2ccccc2)cc1C#N	x	11%	0.2%	-3%	20%	0%	-0.5	i	0%
CC1CCN(CC2CCN(C(=O)Nc3ccc(Br)cc3F)CC2)CC1	23%	-3%	0.3%	x	-2%	9%	x	x	-13%
Cc1cccc(N2CCN(C(=O)C(C)C)CC2)c1C	-22%	-4%	0.0%	1%	-45%[inhibitor]	-5%	2.5	i	14%
O=C(COC(=O)[C@H](Cc1ccccc1)NC(=O)c1cccs1)Nc1c(Cl)cccc1Cl	10%	2%	-0.5%	1%	12%	-9%	-1.8	i	0%
CC(C)CSc1ccccc1NC(=O)c1sc2nc(-c3ccncc3)ccc2c1N	12%	2%	0.2%	x	-4%	-8%	x	x	-58%
COc1cc([N+](=O)[O-])cc(/C=N/NC(=O)Cn2cncn2)c1O	-17%	-3%	-1.1%	-1%	-45%[inhibitor]	-5%	-0.7	i	13%
COc1ccc(N(C)C(=O)c2cc3c(s2)-c2ccccc2OC3)c(OC)c1	-19%	-3%	6.3%	-1%	-8%	u	1.0	i	-10%
COC(=O)C1=C(C)N(C)C(=S)NC1c1ccccc1 (stereo not drawn)	-5%	6%	0.2%	3%	-3%	10%	-0.1	i	6%
Cc1ccc(-c2nc3ccccn3c2Nc2c(C)cccc2C)o1	3%[9.27 µM]	-22%	u	x	-16%	u	x	x	-12%
COC(=O)c1ccc(CSc2ccccc2NC(=S)Nc2cccc(C(F)(F)F)c2)o1	x	x	4.3%	x	6%	-20%	-1.4	i	-23%
COc1ccc(/C=N/NC(=O)Cc2cc(OC)c(OC)cc2[N+](=O)[O-])cc1	1%	12%	-0.1%[9.22 µM]	1%	17%	7%	1.0	i	-7%
COCCNC(=O)CCCC(=O)NCCOC	-1%	0%	-0.7%	-1%	19%	-16%	-1.8	i	-14%
CCN(CC)S(=O)(=O)c1ccc2oc(C(=O)NCc3ccccc3OC)c(C)c2c1	8%[9.27 µM]	5%	4.7%	x	14%	u	x	x	-31%
CCn1c(CC2C(=O)N(C)c3ccc(Br)cc32)nc2ccccc2c1=O (stereo not drawn)	11%	10%	11%	x	-4%	u	x	x	-9%
COc1cc(NC(=O)c2ccccc2)c(OC)cc1Cl	-4%	-1%	16%	0%	-6%	-13%	-3.1	x	4%
Cc1ccc(-c2nn(-c3ccccc3)cc2/C=N/O)cc1	u	1%	4.2%	3%	-18%	u	-0.5	i	-53%
C=CCN(CC(=O)Nc1cccnc1)S(=O)(=O)c1ccc(Cl)cc1	-30%	3%	-0.7%	-2%	-13%	-17%	-2.9	i	0%
COc1cc(-n2c(=O)c3ccccc3n(Cc3cccnc3)c2=O)cc(OC)c1OC	9%	0%	0.2%	x	10%	-7%	2.1	i	0%
Cn1nc(C(C)(C)C)cc1NC(=O)Nc1cc(Cl)cc(Cl)c1	-61%	-15%	0.3%	-30%	-6%	u	-0.6	i	16µM*
CC(=O)c1cccc(-c2ccnc3c2CC(C(=O)Nc2cccc(C(F)(F)F)c2)O3)c1 (stereo not drawn)	x	x	0.6%	x	1%	-22%	-2.0	i	-1%
Cc1ccccc1OCC(=O)NN1C(=O)C2C3C=CC(O3)C2C1=O (stereo not drawn)	-12%	5%	3.3%	-1%	7%	-6%	-0.2	i	-6%
CCN(CC)C(=O)CSc1nc2ccsc2c(=O)n1Cc1ccccc1Cl	x	0%	7.4%	x	-2%	u	x	x	-9%
CC1CC(CC(C)C(=O)Nc2nncs2)C(=O)O1 (stereo not drawn)	15%	0%	-0.3%	5%	4%	28%	-0.8	i	2%
COc1ccc(C)cc1S(=O)(=O)N1CCCC(N2CCOCC2)C1 (stereo not drawn)	-9%	-12%	-0.5%	1%	-3%	-11%	-1.3	i	-9%
COc1ccc(C(C(=O)NC2CCCCC2)N(Cc2cccnc2)C(=O)c2snc(C(N)=O)c2N)cc1 (stereo not drawn)	9%	0%	-0.2%	2%	-6%	14%	-2.1	i	0%
COc1cccc(NC(=O)C(C)(C)C)c1	-11%	-1%	0.1%	-1%	-16%	3%	-2.0	i	11%
CCCc1nnc(NC(=O)Cn2c(=O)sc3ccccc32)s1	-21%	-8%	0.4%	0%	8%	1%	-0.6	i	9%
O=C(N/N=C/C=C/c1ccc2c(c1)OCO2)c1ccc([N+](=O)[O-])cc1	-14%	0%	0.1%	-1%	9%	0%	0.5	i	-14%
CCOCCCNC(=S)N1C2CCC1CC(NC(=O)NC13CC4CC(CC(C4)C1)C3)C2 (stereo not drawn)	0%	6%	0.0%	-1%	-3%	0%	1.1	i	3%
COCCN(CCOC)S(=O)(=O)c1ccc(C(=O)Nc2nnc(C)o2)cc1	3%	2%	-0.7%	-1%	11%	-3%	-1.9	i	-2%
O=C(N/N=C/C=C/c1ccccc1)C(O)c1ccccc1 (stereo not drawn)	u	-2%	0.1%	x	-11%	9%	-3.4	i	4%
Cc1cccc(C)c1-n1nnnc1C1c2ccccc2C(=O)N1C1CC1 (stereo not drawn)	x	x	-0.5%	x	14%	x	0.3	i	x
CCOC(=O)C1CCN(C(=O)COC(=O)CSc2ccccc2C)CC1	3%	2%	0.4%	0%	3%	-6%	-0.2	i	7%
COC(=O)C(NS(=O)(=O)c1ccc(C)cc1)c1ccccc1 (stereo not drawn)	-1%	8%	-0.6%	0%	-11%	-8%	-5.5	i	-9%
Cc1ccc(NC(=O)Cc2c(C(=O)O)c(C)cn2C)cc1Cl	x	-3%	0.9%	x	-1%	2%	x	x	5%
CCOC(=O)C(=CN=C(N)Nc1nc2ccccc2o1)C(=O)OCC	26%	3%	2.2%	-1%	6%	-9%	0.7	i	-9%
CCn1c(NN)nc2sc3c(c2c1=O)CCC3	-19%	-15%	-0.6%	-2%	-18%	-5%	-5.3	i	-21%
CC1CC(C)CN(c2oc(-c3ccc(OCc4ccc(Cl)cc4)cc3)nc2C#N)C1 (stereo not drawn)	2%	8%	x	x	x	-2%	x	x	-9%
CCOCCn1c(CN2CCOCC2)nc2c1c(=O)[nH]c(=O)n2C	17%	-2%	0.3%	0%	2%	-22%	-3.1	i	0%
Cc1ccc(-c2csc(=Nc3cccnc3)n2CCCn2ccnc2)cc1C	18µM*	-6%	0.2%	1%	16%	-33%	0.6	i	3%
CC(Oc1ccc2c(-c3ccccc3)cc(=O)oc2c1)C(=O)N[C@H](Cc1c[nH]c2ccccc12)C(=O)O (stereo partly drawn)	3%	0%	-0.6%	-1%	3%	6%	-1.4	i	-10%
COc1cc(C2c3c(oc4ccc(C)cc4c3=O)C(=O)N2Cc2ccccc2)ccc1O (stereo not drawn)	u	0%	0.3%	x	-5%	-15%	x	x	-14%
O=C(Nc1cccc2nsnc12)C1CC(=O)N(c2ccccc2)C1 (stereo not drawn)	x	-4%	0.8%	-2%	2%[9.22 µM]	3%	-4.1	i	13%
O=C(N/N=C/c1ccc2cccc(OCc3ccccc3)c2n1)c1ccc(Cl)cc1	3%	1%	4.7%	-4%	5%	-13%	1.1	i	-14%
COCCNC(=O)c1ccccc1NC(=O)c1ccccc1SC	18%	1%	2.3%	2%	-5%	23%	0.6	i	6%

The list goes on, starting with the last 4 of the part before.
SMILES	Nrf2 block	A549 viability	Nrf2 ARE act	Mm-Cpn inhibitor	Abeta rescue	TGFb SMAD3 inh	CCT chaperon mod	Akt phos inh	HepG2 tox
COc1cc(C2c3c(oc4ccc(C)cc4c3=O)C(=O)N2Cc2ccccc2)ccc1O (stereo not drawn)	u	0%	0.3%	x	-5%	-15%	x	x	-14%
O=C(Nc1cccc2nsnc12)C1CC(=O)N(c2ccccc2)C1 (stereo not drawn)	x	-4%	0.8%	-2%	2%[9.22 µM]	3%	-4.1	i	13%
O=C(N/N=C/c1ccc2cccc(OCc3ccccc3)c2n1)c1ccc(Cl)cc1	3%	1%	4.7%	-4%	5%	-13%	1.1	i	-14%
COCCNC(=O)c1ccccc1NC(=O)c1ccccc1SC	18%	1%	2.3%	2%	-5%	23%	0.6	i	6%
Cc1ccc(Oc2nc3ccccc3n3cccc23)cc1	x	u	3.4%	-5%	23%	u	-2.1	i	-28%
Cc1cccc(C(=O)NCC(=O)OCC(=O)N(C)CC(=O)Nc2ccccc2Cl)c1	-25%	4%	-0.5%	-1%	0%	14%	-0.6	i	7%
O=c1c2cccnc2n(Cc2cccc(F)c2)c(=O)n1Cc1ccccc1Cl	u	-4%	-1.0%	x	-14%	2%	x	x	0%
Cc1[nH]c(=O)c(C#N)c2c1CSC(C)(C)C2	3%	-3%[1.84 µM]	0.3%	1%	-2%	1%	-28	i	-36%
CCCS(=O)(=O)N1CCN(c2ccccc2F)CC1	-13%	1%	0.4%	2%	14%	-7%	-2.7	i	-17%
CC(C)=CCN1CCN(Cc2ccc(C#CC(C)(C)O)cc2)CC1CCO (stereo not drawn)	13%	-9%	-0.3%	0%	1%	5%	-1.2	i	-3%
O=C(CSc1nnnn1-c1ccccc1F)NNC(=O)c1ccco1	2%	3%	-0.1%	1%	6%	-17%	0.0	i	2%
O=C(NN(Cc1ccccc1)Cc1ccccc1)c1ccccc1	-4%	-5%	3.2%	x	-1%	5%	0.0	i	4%
CC(C)(C)C(=O)Cn1ncc(Br)c(Br)c1=O	u	-13%	u	-7%	-13%	u	-3.3	i	-62%
